PTAP TSG101 blk: qHTS Assay for Iinhibitors of HIV-1 Budding by Blocking the Interaction of PTAP/TSG101; 340,000 tested, under 10 active; Tumor susceptibility gene 101 protein (Homo sapiens), Q99816; Fluorescence polarization, FITC-PTAP peptide / Tsg101 binding; Potency, µM (top dose mostly 115 µM), without a hit: top-dose activity change, negative = inhibition, actives largely listed as inhibitors; active means well fitted inhibition curve with a large enough effect in the main read-out, with a control signal flat, not every such curve was filed as active; inconclusive means small, poorly fitted or top-dose-only effect, or effect the other way, or a change in a side signal; inactive means no such curve, though single readings can be large or run the other way; further: potency means the concentration at half of the fitted maximal effect; % of control where 0% means no effect
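FP read-out: FITC-PTAP peptide, 50 nM final, binding Tsg101 binding domain, 10 uM final; 20 min, r.t.; 10 mM HEPES pH 7.5, 0.15 M NaCl, 0.01% Tween 20, 3 mM EDTA, 0.1 mM TCEP.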
Menin MLL FP TR: qHTS Assay for Inhibitors Targeting the Menin-MLL Interaction in MLL Related Leukemias: Competition With Texas Red Labeled MLL-derived Mutant Peptide; Potency, µM (series often up to 61.6 µM), inactives show top-dose FP activity change, negative = inhibition, usual class: inhibitors; AID 1768, 2009; hit rate 0.23% among 270,000; Menin + Texas Red MLL mutant peptide, fluorescence polarization; active means well fitted inhibition curve with a large enough effect in the polarisation, with a control signal flat, not every such curve was filed as active; inconclusive means small, poorly fitted or top-dose-only effect, or effect the other way, or a change in a side signal; inactive means no such curve, though single readings can be large or run the other way; the % refers to the polarisation; further: potency means the concentration at half of the fitted maximal effect; % of control where 0% means no effect; many of its hits are not listed in these tables
TSHR antagonist: Antagonists of the Thyroid Stimulating Hormone Receptor: HTS campaign | Thyrotropin receptor (Homo sapiens), P16473 | activity change, negative = inhibition, % at 11.5 µM | TSHR-expressing cells, TSH-stimulated cAMP HTRF, 2 h; stronger effect = lower value | hit rate 0.2% among 330,000;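 active means activity change below a set negative limit, meaning inhibition stronger than a set level, cut at about -70% in these data; inconclusive means activity change between two set negative limits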; further: on the % scale 0 is the no-effect control and ±100 the full control effect
Target sequence (P16473 whole entry, looked up): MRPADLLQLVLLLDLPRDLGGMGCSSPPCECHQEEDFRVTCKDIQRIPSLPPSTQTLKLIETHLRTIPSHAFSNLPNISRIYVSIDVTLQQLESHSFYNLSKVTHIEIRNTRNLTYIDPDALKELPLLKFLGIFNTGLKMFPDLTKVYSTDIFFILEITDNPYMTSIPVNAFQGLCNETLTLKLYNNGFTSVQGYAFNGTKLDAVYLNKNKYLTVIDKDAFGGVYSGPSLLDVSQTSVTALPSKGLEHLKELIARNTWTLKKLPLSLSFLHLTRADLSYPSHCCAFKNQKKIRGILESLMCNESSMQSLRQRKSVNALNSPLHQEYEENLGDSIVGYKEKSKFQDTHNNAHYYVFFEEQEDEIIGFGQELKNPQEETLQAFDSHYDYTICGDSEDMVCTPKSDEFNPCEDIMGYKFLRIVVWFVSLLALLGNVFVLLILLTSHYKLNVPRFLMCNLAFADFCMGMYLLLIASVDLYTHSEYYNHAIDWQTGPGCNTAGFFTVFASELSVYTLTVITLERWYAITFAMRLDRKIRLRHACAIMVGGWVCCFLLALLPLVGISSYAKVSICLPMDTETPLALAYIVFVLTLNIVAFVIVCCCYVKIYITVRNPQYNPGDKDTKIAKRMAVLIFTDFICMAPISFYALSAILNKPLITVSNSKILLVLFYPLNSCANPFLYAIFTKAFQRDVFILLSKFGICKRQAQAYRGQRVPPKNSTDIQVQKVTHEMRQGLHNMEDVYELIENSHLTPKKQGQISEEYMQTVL
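Read-out is FRET at 665 nm (cryptate excitation 337 nm) from a cryptate-tagged anti-cAMP antibody, competed by cell cAMP against cAMP-d2. Compounds are tested on freshly harvested TSHR cells challenged with 4nM TSH (EC80) for 2 hours at 37 deg C.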
TCR activator: Activators of T cell receptors: qHTS campaign | primary human leukocytes, anti-CD3, IL-2 HTRF, 48 h | Potency, µM (doses to about 9.22 µM), without a hit: at the top dose activation of IL-2 secretion, usual class: activators | 330,000 tested, under 10 active; further: % of control where 0% means no effect
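IL-2 produced over 48 hr by a-CD3 bead-stimulated primary human leukocytes exposed to compounds was detected with a homogeneous time-resolved FRET immunoassay, 665nm acceptor signal after 320nm excitation.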
Mito fusion act: qHTS Assay for Small Molecule Inhibitors of Mitochondrial Division or Activators of Mitochondrial Fusion; S. cerevisiae fusion-defective mutant growth rescue, CellTiterGlo 48 h; Potency, µM (titrated, usually from 46.1 µM), for the others: top-dose growth rescue (activation), actives largely listed as activators; hit rate 0.23% among 320,000;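 further: potency means the concentration at half of the fitted maximal effect; % of control where 0% means no effect; nearly all actives have a fitted effect of over 45% in size; temperature-sensitive fusion mutants such as fzo1-1 at 37 °C on non-fermentable ethanol glycerol medium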
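S. cerevisiae fusion-defective temperature-sensitive mutants (e.g. fzo1-1, mgm1-5) grown 48 h at 37C in YPEG (ethanol/glycerol non-fermentable) medium with 23 nl compound per well; growth rescue read as CellTiterGlo luminescence.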
CXXC DNA block: qHTS Fluorescence Polarization Assay for Inhibitors of MLL CXXC domain - DNA interaction. Histone-lysine N-methyltransferase 2A (Homo sapiens), Q03164. Potency, µM (series often up to 115 µM), without a hit: at the highest dose activity change, negative = inhibition, usual class: inhibitors. AID 2662, 2010. MLL-CXXC / FITC-HOXA9 DNA fluorescence polarization. hit rate 0.037% among 290,000; active means well fitted inhibition curve with a large enough effect in the polarisation, with a control signal flat, not every such curve was filed as active; inconclusive means small, poorly fitted or top-dose-only effect, or effect the other way, or a change in a side signal; inactive means no such curve, though single readings can be large or run the other way; the % refers to the polarisation; further: potency means the concentration at half of the fitted maximal effect
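Purified MLL-CXXC (added from a 7 uM solution) was preincubated 5 min at ambient with pinned compounds in 50 mM Tris-HCl pH 7.5, 50 mM NaCl, 1 mM DTT, 0.05% BSA. Fluorescein-labeled HOX-A9 DNA (50 nM solution) followed, 30 min, then polarization read.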
MBNL1-CUG inh: qHTS Assay for Inhibitors of MBNL1-poly(CUG) RNA binding; TR-FRET MBNL1-His/biotin-(CUG)12 binding, 665/545 ratio; hit rate 0.036% among 280,000; Potency, µM (series often up to 57.5 µM), inactives show at the highest dose activity change, negative = inhibition, actives largely listed as inhibitors; AID 2675, 2010; active means well fitted inhibition curve with a large enough effect in the signal ratio, with a control signal flat, not every such curve was filed as active; inconclusive means small, poorly fitted or top-dose-only effect, or effect the other way, or a change in a side signal; inactive means no such curve, though single readings can be large or run the other way; the % refers to the signal ratio; further: potency means the concentration at half of the fitted maximal effect; on the % scale 0 is the no-effect control and ±100 the full control effect
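TR-FRET readout: Ex 340 nm, 665/545 nm emission ratio, normalized to buffer-only (basal) and MBNL1-(CUG)12 controls. Complex of MBNL1-His with Biotin-(CUG)12, compounds 92 nM–58 uM, incubated 60 min at room temperature.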
A-T KAP1 phos: qHTS Assay for Identifying a Potential Treatment of Ataxia-Telangiectasia. […] A-T fibroblasts, KAP-1 phosphorylation AlphaLISA; neocarzinostatin DNA damage 30 min before lysis. Potency, µM (highest dose often 57.5 µM), without a hit: at the top dose activation, most hits filed as activators. hit rate 0.19% among 320,000. AID 485349, 2010; further: potency means the concentration at half of the fitted maximal effect; % of control where 0% means no effect; nearly all actives have a fitted effect of over 45% in size
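hTERT-immortalized A-T patient fibroblasts ([…]), 500 cells/well in OPTI-MEM, 1% FBS, got compounds for 60 min, then NCS for 30 min at 37C. Lysates were then assayed for phospho-KAP-1 by AlphaLISA (anti-pKAP1 donor, anti-KAP1 acceptor beads), 6 hr at 25C.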
ASM inhibitor: Inhibitors of Secretory Acid Sphingomyelinase (S-ASM): qHTS. placental ASM, HMU-PC fluorogenic substrate, 60 min. Potency, µM (top dose mostly 57.5 µM), without a hit: top-dose activity change, negative = inhibition, most hits filed as inhibitors. hit rate 0.006% among 340,000. AID 504937, 2011; further: potency means the concentration at half of the fitted maximal effect
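Fluorescence read-out (Ex 386 nm, Em 447 nm) after stopping the reaction at pH 10. Enzyme: ASM from human placenta; substrate HMU-PC0, 9 uM final; 60 min, 37 °C. Compound preincubation 10 min, ambient temperature.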
Integrin act MD: qHTS for Activators of Integrin-Mediated Alleviation for Muscular Dystrophy. alpha7betagal myoblasts, beta-gal FDG fluorescence, 48 h. Potency, µM (top dose mostly 38.3 µM), inactives show top-dose activation, most hits filed as activators. hit rate 0.064% among 350,000. AID 624291, 2012;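 further: potency means the concentration at half of the fitted maximal effect; 100% = response of the positive control SU9516; nearly all actives have a fitted effect of over 60% in size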
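Alpha7betagal+/- myoblasts (passage 13) were plated 16-24 hr, then exposed to compounds (1:260 dilution of DMSO stock) for 48 hours at 37C. After MPER lysis, β-galactosidase reporter activity was read as FDG fluorescence (ex 480/em 540) after 30 minutes.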
Active calls of the source: *; ? = inconclusive; . = no result given; [ ] = dose if it differs, or a comment. Unless noted, the call rests on the fitted dose curve; in most records, active means well fitted curve in the direction sought with a large enough effect; inconclusive means small, poorly fitted or top-dose-only effect, or another doubt; inactive means no such curve, though single readings can be large; an effect the other way counts as inactive or inconclusive.

SMILES	PTAP TSG101 blk	Menin MLL FP TR	TSHR antagonist	TCR activator	Mito fusion act	CXXC DNA block	MBNL1-CUG inh	A-T KAP1 phos	ASM inhibitor	Integrin act MD
c1ccc2oc(-c3ccn[nH]3)cc2c1	0%	.	3	5%	1%	2%	-14%	3%	0%	7%
Cn1cc(S(=O)(=O)c2ccccc2)n(C)c1=O	2%	-10%	-8	-3%	-2%	18%	1%	1%	0%	20%
Cc1ccc(Cn2c(=O)c3c(nc4n3CCN4Cc3ccco3)n(C)c2=O)cc1	-9%	-23%	-12	7%	15%	-4%	-12%	1%	-8%	-37%
Cc1ccc(S(=O)(=O)Nc2c(C)n(C)n(-c3ccccc3)c2=O)cc1C(=O)NCc1ccccn1	-6%	-1%	-6	-10%	3%	4%	2%	-7%	-1%	10%
Cc1cccc(NS(=O)(=O)c2ccc3oc(=O)ccc3c2)c1C	-1%	2%	-2	0%	7%	-7%	6%	-1%	-5%	?
Cc1ccc(-n2c(C)cc(/C=c3/sc4nc5ccccc5n4c3=O)c2C)cc1	-1%	-1%	-1	-24%	1%	41%[activator]	2%	1%	16%	2%
COc1ccc(NC(=S)Nc2ccccc2F)c(OC)c1	-1%	.	1	0%	-10%	2%	-5%	-2%	3%	-32%
O=C(CSc1nc2ccc(NC(=O)c3ccccc3C(=O)O)cc2s1)Nc1c(Cl)cccc1Cl	-3%	44%[activator]	-26	4%	0%	-8%	1%	4%	0%	-26%
COc1cccc(NC(=O)c2ccc(-c3ccc([N+](=O)[O-])cc3)o2)c1	4%	?	-7	.	8%	?	?	-1%	-11%	19%
COc1cccc(/C=C/C(=O)OCC(=O)Nc2ccc(Cl)c(S(=O)(=O)N(C)C)c2)c1	-2%	-9%	-7	-1%	-3%	9%	.	-1%	-25%	0%
Cc1ccc(-n2nc3c(c2NC(=O)c2ccccc2)CS(=O)(=O)C3)cc1C	.	.	1	1%	0%	18%	-3%	13%	3%	-1%
CCCCCCN1CC(O)=C(c2ccccc2)C1=N	-1%	.	-4	0%	-1%	3%	-5%	-3%	-2%	-5%
Cc1ccsc1C(=O)NNC(=O)c1ccc(NS(=O)(=O)c2cccs2)cc1	-2%	.	23	-2%	-8%	.	.	-2%	-4%	21%
Cc1cc(C)c2c3c(sc2n1)C(c1cccc(F)c1)C(C#N)=C(N)O3 (configuration not stated)	2%	28%	-12	-10%	?	42%[activator]	?	3%	22%	-49%[inhibitor]
CCNc1nc(NC(C)C)nc(N2CC(=O)N(CC(=O)OCC)C2=N)n1	-2%	0%	-2	0%	1%	2%	-4%	14%	0%	13%
Cc1ccnc(NS(=O)(=O)c2ccc(NC(=O)c3ccc(C)o3)cc2)n1	-9%	-12%	-2	-4%[46.1 µM]	-1%	27%	-1%	-1%	6%	?
O=S(=O)(NC1CCN(S(=O)(=O)c2c(F)cccc2F)CC1)c1ccc2c(c1)OCCO2	-1%	.	-20	1%	.	.	.	3%	-5%	.
Cc1ccc(Nc2cc(C)nc(-c3ccccc3O)n2)cc1	-7%	?	-21	7%	6%	-9%	-14%	.	-22%	19%
O=C(NCCc1ccccc1)C1CCCN(S(=O)(=O)c2cccc3nonc23)C1 (configuration not stated)	-2%	-1%	3	-1%	-2%	4%	?	1%	2%	-5%
Cc1sc2ncn(/N=C/c3ccco3)c(=O)c2c1C	-2%	.	0	3%	9%	-17%	5%	-5%	-1%	-11%
Cc1nc2ccccc2cc1OCc1ccc(F)cc1	0%	-7%	-40	-21%	-18%	5%	4%	11%	-4%	-52%[inhibitor]
Cc1cccc(CSc2nc3[nH]ncc3c(=O)[nH]2)c1	-1%	9%	0	.	-11%	-2%	-4%	0%	-1%	0%
COc1ccccc1C(=O)N/N=C/c1ccc(Cl)s1	-1%	-11%	27	1%[46.1 µM]	8%	-6%	?	7%	-2%	-1%
O=C(COC(=O)c1cc(Cl)ccc1Cl)NC1CCCC1	2%	.	-5	5%	-7%	14%	-2%	-6%	-3%	?
O=S(=O)(c1ccc(Cl)cc1)N(Cc1ccccn1)Cc1ccccn1	0%	-11%	4	11%	12%	2%	-5%	5%	-4%	3%
Cc1ccc(NC(=O)CN(C)C(=O)c2ccc(OCc3cn4ccccc4n3)cc2)cc1	-9%	.	-2	0%	0%	.	.	5%	-1%	1%
CC12CCC(C(=O)NCc3ccc4c(c3)OCO4)(CC1=O)C2(C)C (configuration not stated)	-4%	11%	4	-7%	-3%	2%	4%	7%	6%	3%
COc1ccc(NC(=S)NCc2cccnc2)cc1OC	-2%	2%	2	-9%	0%	-1%	-8%	8%	1%	2%
COc1ccc(N2CCN(CCNC(=O)CCS(=O)(=O)c3cccc4nsnc34)CC2)cc1	.	-22%	5	0%[46.1 µM]	-31%[inhibitor]	-9%	?	-1%	.	.
CCS(=O)(=O)N1CCCC(C(=O)NCCc2ccc(OC)c(OC)c2)C1 (configuration not stated)	-1%	2%	7	-3%	2%	11%	3%	-3%	4%	14%
CCOC(=O)c1cc2c(s1)-c1ccccc1CC2	-2%	0%	7	1%	0%	-5%	5%	22%	6%	13%
COC(=O)C(CCCCNC(=O)c1ccc([N+](=O)[O-])cc1)NC(=O)c1ccc([N+](=O)[O-])cc1 (configuration not stated)	1%	-1%	4	-5%	-4%	10%	?	-20%	-6%	-15%
O=C1c2cccc3cc([N+](=O)[O-])cc(c23)C(=O)N1c1nncs1	3%	.	.	-1%	.	.	.	.	-1%	26%
NC(=O)CCN(C1CCCCC1)S(=O)(=O)c1cccc2nsnc12	1%	2%	-46	3%	-5%	31%	?	1%	-4%	0%
COC(=O)[C@H](CCSC)NC(=O)Cn1ccc(N)nc1=O	-2%	.	9	-1%	1%	.	.	-10%	-1%	-1%
CCOC(=O)c1ccccc1NC1OC(=O)c2ccccc21 (configuration not stated)	0%	6%	0	-11%	3%	-3%	6%	0%	36%[activator]	10%
O=C(CNC(=O)C12CC3CC(CC(C3)C1)C2)OCc1cc(=O)n2cc(Br)ccc2n1	0%	1%	1	6%	-5%	1%	5%	-3%	1%	37%
Cc1ccc(NC(=O)COc2ccccc2CNC(C)(C)CC(C)(C)C)cc1	-7%	?	4	-3%	10%	124%[activator]	-8%	-1%	-8%	14µM*
COc1ccc(C(=O)COc2ccc3c(C)cc(=O)oc3c2)cc1	-3%	-26%	-14	.	0%	-3%	10%	-7%	125%[activator]	21%
Cc1ccc(O)c(N=Cc2cccs2)c1	1%	-27%	-7	-39%[inhibitor][46.1 µM]	0%	3%	?	4%	3%	-35%[inhibitor]
O=C1C=C(c2cc3ccccc3s2)C[C@@H](c2ccc(F)cc2)C1	0%	.	-13	-2%	?	.	.	0%	-10%	6%
CNc1ncnc(NC)c1[N+](=O)[O-]	-4%	.	.	-6%	.	.	.	.	0%	-11%
O=C(c1ccc(CS(=O)c2cccc(Cl)c2)o1)N1CCN(C2CCCCC2)CC1 (configuration not stated)	0%	.	1	-1%	0%	-5%	-9%	0%	8%	-9%
COC(=O)c1ccc(COC(=O)c2ccc(-n3cnnn3)cc2)o1	-7%	-23%	9	-8%	-1%	-3%	-19%	15%	-1%	?
O=c1cc(-c2ccc(O)cc2)oc2ccc3ccccc3c12	4%	.	-34	3%	12%	.	.	-2%	-1%	-12%
CCN1C(=O)c2ccccc2S(=O)(=O)c2ccc(C(=O)NC(C)C)cc21	-3%	11%	11	5%	2%	2%	-4%	-7%	0%	10%

Bioassay records deposited in PubChem BioAssay by National Center for Advancing Translational Sciences (NCATS).

Only part of the results is shown, so the mix of outcomes need not match the whole.
